# Bioassay records (PubChem)
# Keap1 Nrf2 FP = Keap1-Nrf2 protein-protein interaction inhibitors, primary screen, biochemical, fluorescence polarization, single point. inhibition, % at 9.4 µM. Keap1 Kelch-Nrf2 peptide fluorescence polarization, 1536-well. 0.15% of 340,000 active. AID 504523, 2011. Kelch-like ECH-associated protein 1 (Homo sapiens), Q14145; in the data active = inhibition above about 12%; inconclusive = no clear call, values can overlap the other calls; inactive = below about 7.3%;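 also: human Keap1 Kelch domain with fluorescein labeled Nrf2 9mer peptide probe; 0% = neutral control wells and 100% = peptide positive control; higher means more block of Keap1 binding to Nrf2 peptide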
# PvdQ acylase = P. aeruginosa PvdQ acylase inhibitors, primary screen, biochemical, fluorescence, plate reader and imaging, single point. purified PvdQ acylase. inhibition, % at 10 µM. 0.063% of 340,000 active; in the data active = inhibition above about 30%, passing the limit was not always enough; inconclusive = no clear call, values can overlap the other calls;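 also: 0% = vehicle neutral wells and 100% = reference inhibitor wells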
# dFosB act = activators of delta FosB homodimer, primary screen, biochemical, fluorescence polarization, TAMRA-CDK5 oligo, single point; Protein FosB (Mus musculus), P13346; purified delta FosB; percent of positive-control signal above neutral wells; activation, % at 25 µM; 0.99% of 340,000 active; AID 493131, 2011;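 active = mean activation above about 17%, with every replicate also reaching it, limit read from the data, passing the limit was not always enough; inconclusive = only one of the two conditions met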;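 also: fluorescence polarization rise as delta FosB binds a TAMRA Cdk5 AP-1 oligo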
# Mot1-301 SUMO = yeast Mot1-301 growth rescue at high temperature, primary screen, SUMOylation pathway inhibitor project, S. cerevisiae, ATP luminescence, 38.5C | S. cerevisiae Mot1-301 growth rescue; percent above DMSO median, 100 means doubled | growth rescue, % at 18.8 µM | 1% of 320,000 active;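 active = every valid replicate shows activation above 250% relative to neutral control wells; inactive = the rest, any valid replicate at or below 250%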;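 also: OY570 slx delta 5 strain wells were the positive control but not used for scaling; some compounds called inactive have numbers as strong as hits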
# Cardiac RTF inh = cardiac RTF calcium sensitivity inhibitors, primary screen, biochemical, IANBD-TnC fluorescence, EC70 calcium | Troponin I, cardiac muscle (Homo sapiens) + Troponin T, cardiac muscle (Homo sapiens) + … | IANBD-labeled cardiac RTF, Ca2+ fluorescence | inhibition, % at 7.15 µM | 0.12% of 340,000 active;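 active = inhibition above the mean inhibition of all tested compounds plus 3 SD, cut at about 17% in these data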;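 also: assay run at fixed EC70 calcium of 1.6 mM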
# PfHsp90 set2 = growth inhibition of PfHsp90-expressing yeast, primary screen, antimalarial PfHsp90 inhibitor project, S. cerevisiae, BacTiter-Glo luminescence, single point, set 2 | inhibition, % at 9.4 µM | 0.32% of 310,000 active | BacTiter-Glo ATP, 48 h; yeast lacking PDR1 and PDR3 efflux regulators;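 active = every replicate shows inhibition above about 80%, whatever the replicate mean, limit read from the data; inconclusive = mean inhibition reaches the set limit but some replicate falls short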;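 also: 0% = DMSO neutral controls and 100% = 20 µM radicicol positive controls; yeast relying on Plasmodium falciparum Hsp90 in place of its own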
# NSD2 inh = NSD2 histone methyltransferase inhibitors, primary screen, biochemical, AlphaScreen, single concentration, set 2. 0.54% of 310,000 active. AID 743445, 2014. inhibition, % at 12.5 µM. NSD2 peptide methylation, 120 min. Histone-lysine N-methyltransferase NSD2 (Homo sapiens), O96028; in the data active = inhibition above about 50%
# Target sequence (O96028 whole entry, looked up): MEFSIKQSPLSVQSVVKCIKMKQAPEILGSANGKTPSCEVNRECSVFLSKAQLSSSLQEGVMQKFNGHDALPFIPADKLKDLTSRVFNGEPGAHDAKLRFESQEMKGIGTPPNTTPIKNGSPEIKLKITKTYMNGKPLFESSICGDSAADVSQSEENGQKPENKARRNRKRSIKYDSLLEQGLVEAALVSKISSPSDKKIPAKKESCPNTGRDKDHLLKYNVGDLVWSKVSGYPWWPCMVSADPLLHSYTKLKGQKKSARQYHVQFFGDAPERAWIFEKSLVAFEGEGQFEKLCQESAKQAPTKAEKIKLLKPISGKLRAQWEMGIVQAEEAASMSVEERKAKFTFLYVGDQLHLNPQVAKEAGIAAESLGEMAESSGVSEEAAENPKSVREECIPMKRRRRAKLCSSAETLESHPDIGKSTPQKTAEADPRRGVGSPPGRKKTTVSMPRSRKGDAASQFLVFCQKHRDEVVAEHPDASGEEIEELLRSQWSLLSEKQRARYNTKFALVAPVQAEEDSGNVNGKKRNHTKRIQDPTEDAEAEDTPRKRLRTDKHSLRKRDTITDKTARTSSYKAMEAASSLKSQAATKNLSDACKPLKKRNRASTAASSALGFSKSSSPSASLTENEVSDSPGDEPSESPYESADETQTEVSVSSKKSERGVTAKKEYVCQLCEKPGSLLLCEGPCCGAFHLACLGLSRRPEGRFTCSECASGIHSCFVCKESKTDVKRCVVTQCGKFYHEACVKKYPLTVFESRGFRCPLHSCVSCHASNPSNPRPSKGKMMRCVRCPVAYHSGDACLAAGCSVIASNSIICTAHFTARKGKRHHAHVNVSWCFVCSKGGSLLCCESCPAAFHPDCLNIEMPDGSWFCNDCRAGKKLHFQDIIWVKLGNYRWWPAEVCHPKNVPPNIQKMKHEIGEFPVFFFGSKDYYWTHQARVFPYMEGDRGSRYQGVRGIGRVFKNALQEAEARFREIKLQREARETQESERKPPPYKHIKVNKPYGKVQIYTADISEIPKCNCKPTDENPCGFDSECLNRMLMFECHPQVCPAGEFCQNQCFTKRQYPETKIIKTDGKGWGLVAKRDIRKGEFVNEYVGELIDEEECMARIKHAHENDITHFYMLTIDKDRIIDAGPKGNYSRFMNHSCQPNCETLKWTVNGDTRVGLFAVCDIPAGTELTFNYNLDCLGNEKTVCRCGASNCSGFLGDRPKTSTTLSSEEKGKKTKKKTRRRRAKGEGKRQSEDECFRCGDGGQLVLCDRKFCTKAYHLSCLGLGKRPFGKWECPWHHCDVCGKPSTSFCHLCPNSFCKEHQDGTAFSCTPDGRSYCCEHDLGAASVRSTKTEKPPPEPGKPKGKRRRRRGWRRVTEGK
# LANA DNA inh = inhibitors of KSHV C-LANA binding to DNA, primary screen, biochemical, fluorescence polarization, FAM-LBS DNA, MBP-C-LANA, single point | Kaposi's sarcoma herpesvirus LANA C-terminal domain (residues 932-1162) DNA binding | inhibition, % at 9 µM | 0.078% of 340,000 active;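 active = highest replicate inhibition at or above 60% at 9 µM, even if other replicates fall short; inactive = all replicates below 60% inhibition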;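 also: 0% = neutral control wells and 100% = 4 µM acridine orange control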
# Rtt109 Vps75 = inhibitors of C. albicans Rtt109/Vps75 HAT, primary screen, biochemical, ThioGlo CoA-SH fluorescence, plate reader | Histone acetyltransferase RTT109 (Candida albicans (strain SC5314 / ATCC MYA-2876)), … | inhibition, % at 34.9 µM | 0.16% of 330,000 active | purified Rtt109/Vps75, 4 h;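 active = inhibition of at least 50% in every replicate; inconclusive = best replicate reaches 50% inhibition but some replicates fall short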
# RTF Ca sens act = cardiac RTF calcium sensitivity activators, primary screen, biochemical, IANBD-TnC fluorescence, EC20 calcium; Troponin I, cardiac muscle (Homo sapiens) + Troponin T, cardiac muscle (Homo sapiens) + …; IANBD-labeled TnC RTF fluorescence at EC20 calcium; 0% EC20 calcium, 100% full calcium; activation, % at 7.2 µM; 0.24% of 340,000 active;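 active = activation above the mean over all tested compounds plus 3 SD, cut at about 30% in these data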;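 also: rise in fluorescence read as greater calcium sensitivity of cardiac thin filaments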
# CDK5 p35 inh = inhibitors of human CDK5/p35 kinase, primary screen, biochemical, single concentration | 0.01% of 330,000 active | Recombinant CDK5/p35, ADP-Glo luminescence, 60 min | inhibition, % at 10 µM | AID 488839, 2010;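 active = highest replicate inhibition of at least 50% and at least 75% of replicates reaching 50%; inconclusive = only one of the two criteria met; inactive = both criteria failed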;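 also: plate controls were DMSO neutral control for no effect and GW8510 at 10 µM for full effect; many of its hits are not listed in these tables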
# * = called active by the depositor; u = inconclusive; x = no result given. Compounds were not picked by outcome, and some 3.2% of all compounds hit somewhere here.
SMILES,Keap1 Nrf2 FP,PvdQ acylase,dFosB act,Mot1-301 SUMO,Cardiac RTF inh,PfHsp90 set2,NSD2 inh,LANA DNA inh,Rtt109 Vps75,RTF Ca sens act,CDK5 p35 inh
O=C(CN(Cc1ccccc1)S(=O)(=O)c1ccc2c(c1)OCCO2)N/N=C/c1ccc(F)cc1,2,-5,-5,-17,-3,3,x,0.3,3,4,-0.3
CCOC(=O)c1oc2ccccc2c1CSc1nnc(-c2ccco2)o1,-2,-5,-18,-9,-8,-53,-3,-0.5,21,7,1.2
O=C(NC1CCCC1)c1cccnc1N1CCCCCC1,-3,-7,0,-2,1,-26,x,-2.2,5,-2,-0.4
CCN(CC(=O)Nc1c(F)cccc1F)C(=O)CCc1ccc(OC)cc1,-6,-14,0,7,0,6,0,0.5,2,-2,1.1
CCOc1ccc(C(=O)/C=C/c2ccccc2C(F)(F)F)cc1,-3,-10,-7,-7,-21,-9,-3,0.7,0,2,1.0
CCOC(=O)C1CCN(C(=O)Cn2cccc2C(=O)c2ccccc2)CC1,-1,3,0,200,-8,x,-2,-0.8,1,-1,1.9
COc1ccc(C)cc1NC(=O)Nc1cnccn1,-2,-14,4,-5,-28,-2,1,-0.3,-3,-3,-1.0
COc1ccc(OCC(=O)Nc2ccccc2C(=O)NC2CC2)cc1,-3,-8,3,40,-6,-32,2,-0.2,1,-2,-0.3
COc1cccc(/C=C2/SC(=O)N(C)C2=O)c1OCc1ccc(C(=O)O)cc1,3,2,-3,-9,-3,14,0,-1.6,12,10,-0.9
CC1(C)CC(=O)c2cc(OCC(=O)NCCN3CCOCC3)ccc2O1,3,-14,0,749,-6,26,x,-0.1,-80,2,1.4
O=C(Nc1ccc(OC(F)(F)F)cc1)Nc1cccnc1,-2,2,-3,-4,-4,-3,-1,2.2,-17,5,-2.8
CCOC(=O)C1CCN(C(=O)COC(=O)c2ccc3[nH]c4c(c3c2)CCCC4)CC1,-3,-8,-12,-5,4,x,2,-0.2,14,-15,0.2
Cc1nn(C)c(Cl)c1CN1CCC(CO)(CC2CCCCO2)CC1 (stereo not given),-2,1,0,-6,-5,-8,-3,0.2,14,-1,0.7
Cc1cc(NC(=S)N(CCCN2CCN(C)CC2)Cc2ccco2)ccc1Cl,-3,-15,-6,-7,-9,-19,9,-2.7,2,3,0.0
COc1ccc(S(=O)(=O)CC(=O)c2cc3cccc(C)c3oc2=O)cc1,-8,-11,-13,-1,0,8,9,1.8,-2,0,-4.6
O=C(CSc1cc(Cl)ccc1Cl)NCC1CCCO1 (stereo not given),-9,-13,-2,-8,-2,21,-1,0.1,1,1,-1.2
O=C(COC(=O)c1ccccc1)NCC1CCCO1 (stereo not given),-2,-13,2,x,-3,-35,-2,1.6,-9,-5,13
CCOC(=O)C1(Cc2ccccc2)CCN(Cc2ccc(COC)o2)CC1,-3,-2,2,-11,-14,-12,-3,-0.6,5,-1,1.4
CCc1ccccc1-n1ncc(C(=O)Nc2ccc(OC)cc2)c1C,-8,-11,-6,x,-8,-47,0,-1.2,2,0,-1.5
COc1ccc(OC)c(-n2c(C)cc(/C=C3\C(=N)N4N=C(CC(=O)N5CCOCC5)SC4=NC3=O)c2C)c1,2,1,-11,3,-4,-3,11,2.1,18,-5,0.9
COC(=O)C1=C(COc2ccc(F)cc2)NC(=O)NC1c1ccc(C)cc1C (stereo not given),-4,-13,3,8,-2,-45,-1,0.9,1,3,0.8
CCOc1ccc(C(=O)Nc2ncccc2Cl)cc1,-7,-2,3,-4,2,-21,-3,-0.8,2,-7,-0.9
CC(OC(=O)c1nsc(Cl)c1Cl)C(=O)NCc1cccs1 (stereo not given),0,-15,0,-6,-23,10,-1,-0.4,1,1,-1.4
COc1cc(OC)c(CN2CCCN(C)CC2)cc1Br,1,-14,-2,4,-2,-1,0,-7.1,-2,-5,-0.3
O=C1CNC(=S)N1Cc1ccc(F)cc1,-3,-7,4,46,1,17,1,0.3,6,2,0.8
# Next structures follow:
SMILES,Keap1 Nrf2 FP,PvdQ acylase,dFosB act,Mot1-301 SUMO,Cardiac RTF inh,PfHsp90 set2,NSD2 inh,LANA DNA inh,Rtt109 Vps75,RTF Ca sens act,CDK5 p35 inh
CC(=O)c1ccc(N2CCN(c3ccc(S(=O)(=O)N4CCN(C)CC4)cn3)CC2)cc1,-1,-3,-4,0,-1,-9,-3,0.2,-1,1,1.3
N#CC(Cc1ccccc1)(Cc1ccccc1)C(=O)NN,0,4,7,-5,-6,-18,1,3.2,2,1,0.2
O=C(Nc1ccccc1-c1ccccc1)NC1CC2CCCC(C1)N2CCc1ccccc1 (stereo not given),-4,-11,3,-16,4,5,0,1.2,-6,-2,0.3
Cc1ccc(-c2csc(CC(N)=O)n2)cc1,-5,-11,5,-2,-5,-5,-4,-0.4,-2,5,0.3
COc1ccc(OC)c(CNc2c(C=O)c(=O)[nH]c3ccccc23)c1,-5,-8,-4,-14,-7,1,0,1.2,-7,-2,0.4
O=C(C1CCCN(Cc2cccc(Cl)c2)C1)N1CCCCC1 (stereo not given),0,-14,-10,31,-7,35,0,-0.3,8,-4,-1.0
CCOc1ccc(Cl)cc1S(=O)(=O)N1CCC(C(=O)NCc2ccccn2)CC1,3,-5,-5,57,-6,23,0,-0.9,-1,0,0.2
NS(=O)(=O)OCCCc1ccccc1,-2,6,3,4,-9,3,x,-0.1,2,0,-2.0
Cn1ncc([N+](=O)[O-])c1C(=O)NC1CCCCCC1,-4,-7,-2,x,0,3,-1,1.2,-3,2,-1.1
Cc1nc(N2CCNCC2)c2c3c(sc2n1)CCCC3,-1,u,2,11,3,8,x,14,15,-12,3.1
O=Cc1c(NCCc2cccc(F)c2)c2ccccc2[nH]c1=O,-5,3,-10,6,-3,13,1,12,5,-6,1.0
Cc1cc(NC(=O)CSc2nnc(COc3ccccc3)n2Cc2ccco2)no1,1,4,4,0,-3,-16,-2,0.4,x,8,3.5
Cc1ccc(C)c(Cn2nnc3c(=O)[nH]c(C4CCCN(C(=O)C5CCCCC5)C4)nc32)c1 (stereo not given),-4,-28,-20,5,-8,-15,8,-1.2,-1,7,-1.2
CCN(CC(=O)Nc1c(F)cccc1F)C(=O)c1cc2c(cc1Cl)N1CCCCCC1=NS2(=O)=O,x,-18,7,29,3,19,-2,x,x,0,1.4
CCCN(CC(=O)Nc1ccccc1C)C(=O)c1ccc(=O)n(Cc2ccccc2)n1,-11,-8,-5,0,9,-10,8,-0.4,-2,8,2.4
CC(=O)Nc1ccc(OC(=O)c2cccs2)cc1,-2,0,-2,17,8,-14,-2,-0.5,30,0,-1.6
O=C1CCC2(CC1)NC(=O)N(c1ccccc1)N2,6,11,-2,130,8,16,-1,-1.4,-6,-1,2.2
C=CCOc1ccc(/C=C/C(=O)OCC(=O)NCC2CCCCC2)cc1,-8,-12,0,-1,-15,0,0,-0.8,2,0,0.4
c1coc(CNc2c3c(nc4ccccc24)CCC3)c1,-5,5,-6,262,-2,-2,-4,3.5,6,10,0.3
COC(=O)C1=C(C)NC(=O)CC1c1ccc(F)c(Br)c1 (stereo not given),2,-2,-12,245,-3,x,-2,-2.1,-4,3,-2.3
CCC1(CC)Cc2ccccc2-c2nc(NCCO)[nH]c(=O)c21,-3,-5,-17,1,-3,3,x,-1.3,3,3,0.5
N#Cc1c(N2CCCC(O)C2)nc(N)c2c(N)nc3c(c12)CC(=O)N3C12CC3CC(CC(C3)C1)C2 (stereo not given),-3,-13,-4,-8,-12,-14,26,-1.0,-3,6,-0.3
C=CCNc1nc(C(=O)OCC(=O)c2ccc(C)c([N+](=O)[O-])c2)cs1,-4,-4,-5,2,0,22,1,-1.5,-9,-3,1.3
CCN(CC)CCCN1C(=O)C(=O)/C(=C(/O)c2c(C)nc3ccccn23)C1c1ccc(C)o1 (stereo not given),1,3,3,x,7,-7,-1,0.9,33,-1,-3.0
CC(C)(C)C(=O)Nc1cccc(-c2cc(-c3c(Cl)cccc3Cl)no2)c1,3,2,2,10,8,1,-2,-0.8,1,-4,0.5
# (listing goes on)
SMILES,Keap1 Nrf2 FP,PvdQ acylase,dFosB act,Mot1-301 SUMO,Cardiac RTF inh,PfHsp90 set2,NSD2 inh,LANA DNA inh,Rtt109 Vps75,RTF Ca sens act,CDK5 p35 inh
COc1ccccc1OCC(=O)NCC1CCCN(C(=O)c2ccccc2SC)C1 (stereo not given),3,-15,-4,-2,3,-2,0,1.8,0,-5,x
Fc1ccc2nc(N3CCOCC3)sc2c1,-4,12,-1,3,7,-2,-3,-0.4,23,2,-0.5
COC(=O)CC1C(=O)NCCN1C(=O)c1ccc(Cl)cc1 (stereo not given),0,27,-7,15,-4,0,-1,0.8,7,-7,2.0
COc1ccc2[nH]c3c(=O)n(CCc4ccccc4)cnc3c2c1,2,-16,-7,10,-2,-42,-2,1.6,3,-1,-0.4
O=C(CN1CCCC1)Nc1ccc(NC(=O)Nc2ccccc2Cl)cc1,-3,-20,-5,1,-3,18,-1,1.3,12,-2,1.1
COc1ccc(C(=O)N/N=C(/C)c2ccc(N3CCCCC3)cc2)cc1,0,-4,-14,17,-5,-7,0,3.0,10,-2,2.9
O=C(Nc1ccc(Cl)cc1)NC1CCCc2ccccc21 (stereo not given),-1,-8,-2,-33,-3,x,1,1.9,-1,4,0.3
Clc1cccc(Cl)c1-c1noc(-c2ccno2)n1,-2,2,-7,18,-2,0,14,-4.1,13,2,0.1
COc1ccc(N2CCCC2)c(NC(=O)c2ccc(Br)o2)c1,5,1,4,9,7,-29,3,4.7,-8,7,0.5
COc1cccc(C(=O)Nc2ccccc2-c2ccccc2)c1,-2,13,-1,-7,3,x,-4,-0.2,4,-2,-0.5
c1cnc(N2CCN(c3cnccn3)CC2)nc1,-1,-4,-1,3,4,-2,-1,-0.4,5,-1,0.8
Cc1ccc(S(=O)(=O)N2CCCCC2)cc1NC(=O)Cn1c(=O)cnc2ccccc21,-4,2,6,11,-28,3,2,-2.7,7,-2,-1.1
